Screens as filed in PubChem BioAssay.
NadD inh = inhibitors of S. aureus NadD, primary screen, biochemical, colorimetric, uHTS; Nicotinate-nucleotide adenylyltransferase NadD (Staphylococcus aureus N315); purified NadD enzyme, colorimetric absorbance read-out; inhibition, % at 20 µM; hit rate 0.78% among 360,000; AID 602399, 2012; in the data active = inhibition above about 26%; also: some compounds past the cut are filed as inactive
LMPTP inh = LMPTP phosphatase inhibitors, primary screen, biochemical, fluorescence intensity, uHTS. hit rate 0.22% among 360,000. recombinant LMPTP-A, OMFP fluorogenic substrate. Low molecular weight phosphotyrosine protein phosphatase (Homo sapiens), P24666. inhibition, % at 20 µM;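 active = compounds that cut the enzyme signal by at least half of the control window in the single-dose screen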;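 also: plate controls were DMSO wells with enzyme plus substrate for no effect and substrate without enzyme for full effect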
Target sequence (P24666 whole entry, looked up): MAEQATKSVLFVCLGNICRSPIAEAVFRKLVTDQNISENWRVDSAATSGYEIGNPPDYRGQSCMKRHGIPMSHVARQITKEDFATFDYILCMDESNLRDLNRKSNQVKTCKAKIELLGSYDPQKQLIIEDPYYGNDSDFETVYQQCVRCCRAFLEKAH
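material = LMPTP-A | quantity = 0.625 nM enzyme | reagent = OMFP substrate, 400 µM final | buffer or medium = Bis-Tris pH 6.0, DTT, detergent | detection = endpoint fluorescence intensity from OMFP dephosphorylation | dosing = single 20 µM dose | read-out basis = % inhibition relative to no-enzyme and uninhibited control wells | control set = no-enzyme and uninhibited controls | timing = 50 min at room temperature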
Scp1 inh = Scp-1 phosphatase inhibitors, primary screen, biochemical, colorimetric, uHTS; Carboxy-terminal domain RNA polymerase II polypeptide A small phosphatase 1 (Homo …; Recombinant Scp1, phosphopeptide, malachite green phosphate absorbance; inhibition, % at 20 µM; hit rate 0.88% among 340,000; AID 493091, 2011;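 active = inhibition above about 50% at 20 µM, limit read from the data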;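 also: plate controls were DMSO wells with enzyme for no effect and wells lacking enzyme for full effect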
Target sequence (Q9GZU7 76-261 limits assumed): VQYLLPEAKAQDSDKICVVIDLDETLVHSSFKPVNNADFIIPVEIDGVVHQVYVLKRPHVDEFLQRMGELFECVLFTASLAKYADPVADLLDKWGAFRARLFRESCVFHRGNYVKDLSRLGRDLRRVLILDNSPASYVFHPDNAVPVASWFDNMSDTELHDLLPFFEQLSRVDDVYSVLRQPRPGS
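Times: enzyme reaction 45 min at room temperature, colour 5 min, stabilisation 30 min. Material: SCP-1 catalytic fragment, aa 76-261. Medium: Acidic Tris acetate buffer with magnesium and detergent. Signal: colorimetric free-phosphate detection, absorbance 630 nm. Read-out basis: % inhibition of SCP-1 phosphate liberation. Reagent: Phosphorylated 17-residue peptide substrate.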
Rpn11 inh = Rpn11 (PSMD14) deubiquitinase inhibitors, primary screen, biochemical, fluorescence polarization, uHTS; hit rate 0.59% among 360,000; human 26S proteasome, Ub4-pepOG fluorescence polarization; 20S core pre-blocked with epoxomicin; AID 588493, 2011; calls only at 20 µM;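 active = inhibition at 20 µM, scaled to each plate's controls, above about 33%, limit read from the data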
DNMT1 inh = human DNMT1 methyltransferase inhibitors, primary screen, biochemical, molecular beacon, fluorescence, HinP1I cleavage, uHTS; DNA (cytosine-5)-methyltransferase 1 (Homo sapiens), P26358; inhibition (reported as % activation of signal), % at 10 µM; hit rate 0.83% among 360,000; AID 588458, 2011; in the data active = inhibition above about 50%
SUMO1-SIM PPI = modulators of SUMO1 protein-protein interactions, primary screen, biochemical, uHTS | Small ubiquitin-related modifier 1 (Homo sapiens), P63165 | SUMO1 binding to a labelled peptide, TR-FRET, 1 h | inhibition, % at 20 µM | hit rate 0.33% among 360,000 | AID 602429, 2012; in the data active = inhibition above about 37%
Target sequence (P63165 whole entry, looked up): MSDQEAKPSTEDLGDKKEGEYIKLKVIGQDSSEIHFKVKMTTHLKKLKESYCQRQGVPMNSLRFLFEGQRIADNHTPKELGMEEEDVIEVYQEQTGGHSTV
TbMetRS inhib = T. brucei MetRS inhibitors, primary screen, biochemical, luminescence. purified T. brucei MetRS, ATP depletion, Kinase-Glo luminescence. inhibition, % at 11.9 µM. hit rate 0.4% among 360,000. AID 624268, 2012;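 active = inhibition above a per-plate cutoff of the control wells' mean inhibition plus 3 SD, cut at about 5.5% in these data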;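 also: 0% = DMSO wells median and 100% = median of wells with control inhibitor compound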
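Dosing: 11.9 µM single point; system: parasite MetRS enzyme; technique: luminescence of leftover ATP; times: 15 min enzyme-compound preincubation, 2 h reaction, 10 min detection, 25 °C; replicates: each compound tested once; read-out basis: percent inhibition relative to median high and low control wells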
PABP1 MLLE inh = inhibitors of PABP1 MLLE–PAM2 peptide binding, primary screen, biochemical, fluorescence polarization, FITC-PAM2, GST-MLLE | Polyadenylate-binding protein 1 (Homo sapiens), P11940 | inhibition, % at 20 µM | hit rate 0.36% among 360,000 | AID 588489, 2011; in the data active = inhibition above about 35%, passing the limit was not always enough;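 also: plate controls were DMSO wells with GST-MLLE for no effect and wells lacking GST-MLLE protein for full effect; some results filed as inactive read as strong as hits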
STEP inh = STEP phosphatase inhibitors, primary screen, biochemical, fluorescence intensity, uHTS; Tyrosine-protein phosphatase non-receptor type 5 (Homo sapiens), P54829; recombinant STEP, OMFP fluorogenic substrate; inhibition, % at 20 µM; hit rate 0.25% among 360,000; AID 588621, 2011;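 active = inhibition at 20 µM, scaled per plate between control wells, above about 37%, limit read from the data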;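 also: 0% = DMSO with enzyme and substrate and 100% = substrate only without enzyme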
Target sequence (P54829 whole entry, looked up): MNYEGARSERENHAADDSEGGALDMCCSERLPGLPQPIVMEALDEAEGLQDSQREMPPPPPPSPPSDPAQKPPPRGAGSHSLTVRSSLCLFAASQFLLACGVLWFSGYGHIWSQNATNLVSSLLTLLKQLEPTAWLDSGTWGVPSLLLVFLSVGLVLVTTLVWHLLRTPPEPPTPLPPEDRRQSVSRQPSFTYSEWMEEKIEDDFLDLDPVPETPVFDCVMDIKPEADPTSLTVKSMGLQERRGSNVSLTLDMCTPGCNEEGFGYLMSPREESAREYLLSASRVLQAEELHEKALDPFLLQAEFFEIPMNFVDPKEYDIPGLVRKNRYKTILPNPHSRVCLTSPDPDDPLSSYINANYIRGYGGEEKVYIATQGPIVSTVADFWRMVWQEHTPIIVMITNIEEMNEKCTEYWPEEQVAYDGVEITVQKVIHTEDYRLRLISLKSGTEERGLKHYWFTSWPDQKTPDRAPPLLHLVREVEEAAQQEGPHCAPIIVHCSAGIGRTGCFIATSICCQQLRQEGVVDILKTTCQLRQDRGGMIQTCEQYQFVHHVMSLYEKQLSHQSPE
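material = STEP tyrosine phosphatase | reagent = fluorogenic phosphatase substrate OMFP at 25 µM final | doses = single compound dose of 20 µM, 1% DMSO final | schedule = 20 min reaction, room temperature, in the dark | measured by = fluorescence, 480/540 nm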
CSN inh = inhibitors of CSN-mediated cullin deneddylation, primary screen, biochemical, fluorescence polarization, uHTS; Purified CSN, SCF-Nedd8-OG deneddylation; inhibition, % at 12.5 µM; hit rate 0.38% among 360,000;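 active = pattern-corrected inhibition above about 35%, with an unprinted fluorescence ratio check between 0.5 and 1.5, limit read from the data, passing the limit was not always enough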;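 also: 0% = enzyme with substrate and 100% = substrate without enzyme; some results filed as inactive read as strong as hits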
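Detection – fluorescence polarization · System – HEK293T-derived human Csn5 enzyme · Controls – substrate-only high control, full reaction low control · Timing – 90 min, room temperature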
Active calls of the source: *; i = inactive; . = not tested or not shown; + = active, no number. An unsorted share of the library, and some 3.6% of all compounds hit somewhere here.

NadD inh	LMPTP inh	Scp1 inh	Rpn11 inh	DNMT1 inh	SUMO1-SIM PPI	TbMetRS inhib	PABP1 MLLE inh	STEP inh	CSN inh	Compound
1	3.8	8	.	30	-47	0.1	-163	-8	125	CCN(CC)C(=O)c1ccc(/C=C/c2c[nH]c3ccccc23)[n+](C)c1
8	-2.1	-6	i	-1	17	-0.4	-22	1	0	CC(C(=O)Nc1ccccc1C(F)(F)F)N1CCN(C)CC1 (stereo not drawn)
0	-0.1	.	i	-5	3	-0.4	-7	-4	16	O[C@@H]1CN(Cc2cccs2)[C@@H](c2ccc(Cl)cc2)C[C@H]1n1cc(C2CC2)nn1
2	-0.9	-10	i	-7	-4	-0.3	11	-3	1	COC(=O)c1[nH]c2ccccc2c1NS(=O)(=O)c1ccc(OC)cc1OC
-6	4.0	-5	i	-1	19	0.1	-5	2	3	COc1ccccc1NC(=O)c1ccc(CSc2ccccc2)o1
3	0.3	-3	i	2	-3	-0.8	-6	0	-1	O=C(O)c1ccc(-n2c(/C=C/c3ccccc3)nc3ccccc3c2=O)cc1
-2	0.0	.	i	-2	6	0.9	6	-2	7	COc1ccc([C@H]2C[C@H](O)[C@@H](n3cc(COC(=O)c4ccccc4)nn3)CN2Cc2cccs2)cc1
-2	-1.0	1	i	1	-5	-1.1	3	-2	-1	COc1ccc(C(=O)N/C(=C\c2ccccc2)C(=O)NCc2cccnc2)cc1
-5	0.6	-3	i	1	0	-1.3	-29	-1	-3	Cc1ccnc(NCn2nnc3ccccc32)c1
2	-3.3	-8	i	-8	6	-1.4	-6	-6	2	CCN1CCN(CC(=O)Nc2ccc(N(C)C)cc2)CC1
-1	3.7	9	i	-3	-24	-1.1	5	1	7	O=C(N/N=C/c1ccc([N+](=O)[O-])o1)C(=O)Nc1ccc(C(=O)O)cc1
1	-0.6	-10	i	3	1	1.6	2	0	1	CCOC(=O)C(=O)Nc1ncc(Cl)s1
-2	-1.6	-1	i	-1	2	0.1	-7	-3	1	CCN(CC(=O)N1CCCCCC1)S(=O)(=O)c1ccc(C)cc1
3	-0.2	-7	i	27	-1	0.8	-2	0	3	CCCCCCCN(C(=O)CCl)c1ccccc1C
3	-0.2	.	i	2	-2	-0.2	6	1	2	CCc1nc2c(OCc3ccc(F)cc3)cccn2c1N(C)C(=O)CC(C)C
7	2.1	-11	i	-15	0	0.0	-9	7	0	O=C(Cc1ccc(S(=O)(=O)N2CCOCC2)s1)OCc1ccc(Cl)cc1
-1	0.2	-8	i	0	-2	-1.4	8	1	5	CCn1ncc(Br)c1C(=O)Nc1ccccc1C(=O)OC
-3	0.8	-2	i	6	2	-0.1	8	0	4	COc1ccccc1[C@]1(C)ON(c2ccccc2C(F)(F)F)C1=O
-6	-0.9	-2	i	0	-7	-0.2	0	-2	6	COc1ccc(Br)c(C(=O)NNC(=O)c2ccc(NS(=O)(=O)c3cccs3)cc2)c1
-3	-0.1	-9	i	-2	-7	-0.2	5	0	-4	O=C(COC(=O)c1ccc(F)c(S(=O)(=O)N2CCOCC2)c1)c1ccc(Br)cc1
-1	-1.1	-7	i	-1	0	0.0	-6	1	5	COC(=O)c1ccc(-c2noc(CN3CCCC(CNC(C)=O)C3)n2)cc1 (stereo not drawn)
-2	-2.4	4	i	9	2	-0.5	6	-1	3	CCNC(=O)COC(=O)CCC(=O)c1cccs1
-9	-0.9	-9	i	2	-1	-0.2	4	-2	-2	CS(=O)(=O)c1nc(S(=O)(=O)c2ccc(Cl)cc2)c(N2CCOCC2)s1
-1	2.4	-6	i	17	-3	0.2	-101	2	-3	CC(=C/c1ccco1)/C=N/NC(=O)CSc1nnc(SCc2ccc(C)cc2)s1
-3	-1.8	-1	i	5	-3	-1.9	-2	-2	3	O=C(NCCCO)C12CC3CC(CC(C3)C1)C2
2	-3.1	-4	i	8	-1	-0.6	-6	-3	0	CCCOc1ccc(-c2c(C(=O)N/N=C(\C)c3cccs3)nnn2-c2nonc2N)cc1
19	1.1	-4	i	-2	15	-0.1	6	6	-5	CCc1nc2ccccc2c(=O)n1NC(=O)c1c(O)c2ccccc2n(CC)c1=O
1	-0.6	.	i	1	3	-0.3	-7	0	1	CN(CC(=O)N/N=C/c1ccc(F)cc1)S(=O)(=O)c1ccccc1
-1	-1.8	-5	i	2	3	0.1	-84	1	-2	C=CCNC(=S)N1CCN(C2CCCCC2)CC1
3	1.4	-6	i	8	14	-1.5	3	0	4	CC1CCN(CC(=O)Nc2ccccc2C#N)CC1
-6	2.7	-11	i	-5	1	0.0	-15	1	2	C=CC[C@H](CC(=O)N[C@H](CO)Cc1ccccc1)C(=O)N[C@H](COC(=O)[C@@H](CC=C)CC(=O)OC(C)(C)C)Cc1c[nH]c2ccccc12
-3	-0.9	.	i	4	1	-0.2	3	-1	-2	CC(=NNC(N)=O)C1CC2CCC1CC2 (stereo not drawn)
3	-2.6	6	i	2	1	0.0	-14	2	-2	CC(=O)OC[C@H]1O[C@@H](n2ncc(=O)[nH]c2=O)[C@H](OC(C)=O)[C@@H]1OC(C)=O
-1	-2.3	-7	i	4	2	0.0	0	0	0	O=C(NC1CCCCC1)C1CCCN1C(=O)NCc1ccccc1 (stereo not drawn)
-4	0.2	4	i	5	3	-0.8	-4	-2	2	O=C1c2ccccc2C(O)N1c1ccccc1 (stereo not drawn)
-1	-0.7	-1	i	-1	0	-0.1	-8	0	-3	COc1ccc(N2CCN(C(=O)CCNC(=O)c3ccccc3)CC2)cc1
28	8.8	48	+	28	-9	0.2	-53	3	23	CCc1ccc(-n2cccc2/C=C2/C(=N)N3C(=NC2=O)SN=C3S(C)(=O)=O)cc1
15	0.1	-2	i	-15	5	-0.2	2	1	0	C[C@H](CO)N1C[C@H](C)[C@@H](CN(C)S(=O)(=O)c2ccccc2)Oc2ccc(NC(=O)Nc3ccc4c(c3)OCO4)cc2C1=O
0	0.2	-1	i	3	-2	0.3	28	2	-6	COC(=O)CCC(=O)Nc1cc(S(=O)(=O)Nc2ccc(Cl)cc2)ccc1N1CCOCC1
0	-0.6	-8	i	1	6	-0.1	13	1	6	CCN(C[C@H]1N[C@@](Cc2ccccc2)(C(=O)OC)[C@H]2C(=O)N(Cc3ccccc3)C(=O)[C@@H]12)C(=O)COc1ccccc1
-4	-0.3	0	i	9	-2	-0.6	15	-1	0	O=C(NC1CCCCCCC1)c1ccccc1-c1ccccc1
-1	-2.4	5	i	-3	-1	-1.1	-2	-1	-1	CC(NS(=O)(=O)c1ccc(OCC(=O)N2CCOCC2)c(Cl)c1)c1ccccc1 (stereo not drawn)
-5	1.7	.	.	.	-1	-0.6	.	.	-4	O=C1c2ccccc2C(c2nnnn2-c2ccc3c(c2)OCCO3)N1Cc1ccc(F)cc1 (stereo not drawn)
-3	-0.6	-5	i	0	5	-0.4	2	1	-1	CCOC(=O)N1CCC(N2Cc3cccc(C(=O)Nc4cccc(F)c4)c3C2=O)CC1
2	0.2	-1	i	0	-1	-0.1	3	3	0	NC(=O)NC(=O)COC(=O)CCSc1ccccc1
2	-0.4	-11	i	2	-8	0.4	-16	-1	3	CCN1CCN(C(=O)/C=C/c2ccc(F)cc2)CC1
2	0.6	-6	i	-14	-21	-0.7	2	5	0	COc1ccc(CC(=O)N/N=C/c2cccn2-c2ccc([N+](=O)[O-])cc2)cc1OC
-2	-1.3	.	i	2	-17	-0.3	3	-4	-1	COc1ccc(-n2c(SCC(=O)Nc3cc(C)on3)nc3c(c2=O)SC(C)C3)cc1 (stereo not drawn)
1	-0.4	-1	i	-1	-1	-0.2	-9	-1	-4	CN(C)CCCN(Cc1cc2cc3c(cc2[nH]c1=O)OCCO3)C(=O)NC1CCCCC1
-5	-0.2	-4	i	1	-23	-0.5	-3	-2	-6	NC(=O)C1CCN(c2ccc([N+](=O)[O-])cc2Cl)CC1
3	1.2	1	i	-4	-6	-0.5	15	-3	-5	Cc1ccc(C(=O)CCC(=O)N2CCN(c3ccccc3O)CC2)cc1
-8	1.0	-4	i	2	2	-0.7	1	4	-1	O=C(NCc1ccc2c(c1)OCO2)c1ccc(N2CCCC2=O)cc1
1	0.6	11	i	-1	-7	-0.7	-18	1	1	CCN(CC)CCNC(=O)c1ccc(NC(=O)c2cccc(S(=O)(=O)N3CCCCCC3)c2)cc1
5	-1.8	-4	i	7	9	-0.5	-8	-4	1	COC(=O)c1c[nH]n2c(=O)c(Cc3ccc(F)cc3Cl)c(C)nc12
-3	-0.5	-7	i	-6	-1	-0.8	-20	0	6	COc1ccc(CCC(=O)OCc2csc(CC(=O)Nc3ccccc3C)n2)cc1
-8	-0.7	-10	i	3	22	-1.1	-11	-2	-2	O=C(Nc1ccncc1)c1ccc(Cl)cc1

In the list so far, these contain bromine.
NadD inh	LMPTP inh	Scp1 inh	Rpn11 inh	DNMT1 inh	SUMO1-SIM PPI	TbMetRS inhib	PABP1 MLLE inh	STEP inh	CSN inh	Compound
-1	0.2	-8	i	0	-2	-1.4	8	1	5	CCn1ncc(Br)c1C(=O)Nc1ccccc1C(=O)OC
-6	-0.9	-2	i	0	-7	-0.2	0	-2	6	COc1ccc(Br)c(C(=O)NNC(=O)c2ccc(NS(=O)(=O)c3cccs3)cc2)c1
-3	-0.1	-9	i	-2	-7	-0.2	5	0	-4	O=C(COC(=O)c1ccc(F)c(S(=O)(=O)N2CCOCC2)c1)c1ccc(Br)cc1
